rTrxR1 inhibitor: inhibitors of rat thioredoxin reductase 1; O89049; recombinant rTrxR1, NADPH fluorescence consumption, selenite substrate; Potency, µM (highest dose often 114 µM), without a hit: at the top dose activity change, negative = inhibition, most hits filed as inhibitors; 390,000 compounds, 1% hits; AID 588453; further: on the % scale 0 is the no-effect control and ±100 the full control effect; nearly all actives have a fitted effect of over 65% in size
Target sequence (O89049 whole entry, looked up): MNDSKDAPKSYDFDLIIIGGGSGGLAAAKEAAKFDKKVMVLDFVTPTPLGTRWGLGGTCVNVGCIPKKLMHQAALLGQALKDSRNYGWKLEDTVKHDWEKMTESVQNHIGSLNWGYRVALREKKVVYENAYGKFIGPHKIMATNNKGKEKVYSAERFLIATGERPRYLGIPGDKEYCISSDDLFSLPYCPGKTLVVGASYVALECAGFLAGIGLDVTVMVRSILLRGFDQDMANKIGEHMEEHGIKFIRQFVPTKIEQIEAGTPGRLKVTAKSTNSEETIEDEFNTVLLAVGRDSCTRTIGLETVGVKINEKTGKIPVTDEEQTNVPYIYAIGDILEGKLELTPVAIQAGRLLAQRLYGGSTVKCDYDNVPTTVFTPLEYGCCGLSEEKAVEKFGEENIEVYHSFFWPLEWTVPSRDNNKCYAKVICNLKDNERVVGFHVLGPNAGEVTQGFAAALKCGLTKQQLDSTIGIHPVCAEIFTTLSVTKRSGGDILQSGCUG
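Rat TrxR1 (90 nM in the dispensed reagent) was pre-reduced with 400 uM NADPH for 5 min at room temperature, then incubated with compound for 15 min. After 400 uM selenite was added, NADPH fluorescence (Ex 340/Em 450 nm) was followed for 8 min.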
RGS4 inh: inhibitors of human regulator of G protein signaling 4; P49798; Transcreener GDP fluorescence polarization, RGS4-accelerated GTP hydrolysis; Potency, µM (top dose mostly 114 µM), inactives show at the highest dose activity change, negative = inhibition, usual class: inhibitors; 390,000 compounds, 0.039% hits; AID 504845; further: on the % scale 0 is the no-effect control and ±100 the full control effect; nearly all actives have a fitted effect of over 75% in size; some results filed as inactive show a strong effect at the top dose
Target sequence (P49798 whole entry, looked up): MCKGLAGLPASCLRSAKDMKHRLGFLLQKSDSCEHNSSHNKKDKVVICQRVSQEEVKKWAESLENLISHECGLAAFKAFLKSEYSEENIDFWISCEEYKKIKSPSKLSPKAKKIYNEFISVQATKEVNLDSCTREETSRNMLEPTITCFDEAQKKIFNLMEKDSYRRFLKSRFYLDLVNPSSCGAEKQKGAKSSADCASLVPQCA
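MLSMR compounds (23 nl, pin-transferred) preincubated 10 min at room temperature with a 500nM (2x) first reagent, then RGS4 at 900nM (2x) plus Transcreener GDP mix added; fluorescence polarization (620/688 nm) read before and after 90 min at 30 °C.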
USP1-UAF1 inh: blocks the human USP1/UAF1 deubiquitinase complex; 390,000 compounds, 0.23% hits; recombinant USP1/UAF1, Ub-Rhodamine cleavage fluorescence; AID 743255; O94782; Potency, µM (highest dose often 57.1 µM), for the others: at the top dose activity change, negative = inhibition, actives largely listed as inhibitors; further: on the % scale 0 is the no-effect control and ±100 the full control effect; nearly all actives have a fitted effect of over 60% in size; inactives centre near -12
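In this screen, compounds sit with the deubiquitinase complex (1nM) for 15 min at room temperature before Ub-Rho is added at 150nM final. Fluorescence rise is then followed for 6 reads every 60 seconds.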
Vif-A3G inh: blocks the Vif interaction with human APOBEC3G; Q9HC16; HeLa A3G-eYFP + Vif (tagged APOBEC3G with the HIV-1 protein that degrades it), YFP fluorescence, overnight; Potency, µM (doses to about 46.1 µM), inactives show at the highest dose activity, negative = active, usual class: inhibitors; 410,000 compounds, 0.076% hits; AID 602310;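 further: on the % scale 0 is the no-effect control and ±100 the full control effect; nearly all actives have a fitted effect of over 60% in size; hits raise eYFP signal because A3G escapes Vif-driven loss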
Target sequence (Q9HC16 whole entry, looked up): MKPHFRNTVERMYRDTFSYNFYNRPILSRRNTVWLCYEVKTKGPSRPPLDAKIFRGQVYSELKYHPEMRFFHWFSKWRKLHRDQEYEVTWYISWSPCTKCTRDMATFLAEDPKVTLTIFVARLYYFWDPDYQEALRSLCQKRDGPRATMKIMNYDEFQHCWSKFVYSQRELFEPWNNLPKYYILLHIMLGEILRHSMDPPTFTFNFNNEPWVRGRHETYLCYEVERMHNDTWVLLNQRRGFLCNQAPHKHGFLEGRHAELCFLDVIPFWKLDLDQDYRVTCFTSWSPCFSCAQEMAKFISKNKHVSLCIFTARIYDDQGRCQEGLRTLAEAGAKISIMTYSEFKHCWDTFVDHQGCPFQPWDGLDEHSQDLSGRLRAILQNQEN
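HeLa cells stably expressing Vif and C-terminally eYFP-tagged A3G, seeded overnight at 37 deg C, then exposed to compound by pintool overnight at 37 deg C. Rise in yellow fluorescence (Ex 488/Em 500-530, Acumen) marks blocked Vif-driven A3G degradation.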
IDH1 R132H inh: blocks human mutant IDH1 R132H enzyme; O75874; IDH1-R132H enzyme, NADPH consumption, diaphorase/resazurin fluorescence; Potency, µM (doses to about 76.6 µM), for the others: top-dose activity change, negative = inhibition, usual class: inhibitors; 390,000 compounds, 0.093% hits; AID 602179; further: on the % scale 0 is the no-effect control and ±100 the full control effect; nearly all actives have a fitted effect of over 65% in size
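IDH1-R132H (0.5 ug/mL) preincubated 30 min with compound, then NADPH (0.016 mM) and alpha-KG (2 mM) added; 80 min at RT, pH 7.5. Remaining NADPH coupled via diaphorase/resazurin to fluorescence (540/590 nm); concentration-response curves normalized to no-enzyme control.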
Vif-APOBEC3F blk: inhibitors of Vif-A3F interaction; 390,000 compounds, 0.2% hits; AID 602313; HeLa A3F-eYFP + Vif (tagged APOBEC3F with the HIV-1 protein that degrades it), YFP fluorescence increase; Potency, µM (highest dose often 46.1 µM), without a hit: at the top dose activity, negative = active; further: % of control where 0% means no effect; nearly all actives have a fitted effect of over 65% in size
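Fluorescence increase (Ex 488/Em 500-530) after overnight compound treatment at 37 deg C flags inhibition of Vif-driven A3F-eYFP loss in stable HeLa A3F-eYFP/Vif cells seeded overnight beforehand.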
12-LOX inh: blocks human arachidonate 12S-lipoxygenase | AID 1671190 | purified 12hLO, xylenol orange hydroperoxide absorbance | Potency, µM (doses to about 108 µM), for inactives: at the top dose activity change, negative = inhibition, usual class: inhibitors | 580,000 compounds, 1.1% hits | P18054; further: on the % scale 0 is the no-effect control and ±100 the full control effect
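Purified human 12hLO at 150 nM in 25 mM Hepes, 0.01% Triton X-100, pH 7.0, preincubated 15 min at room temperature with compound. Reaction started with 40 uM arachidonic acid, 30 min at room temperature. Hydroperoxide measured by Fe-xylenol orange, 573/405 nm absorbance ratio.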
TrxR1 substrate: rat thioredoxin reductase 1 substrate activity; purified TrxR1 substrate turnover, NADPH consumption readout; Potency, µM (series often up to 114 µM), for the others: at the highest dose activity change, negative = substrate turnover; 390,000 compounds, 0.01% hits; O89049; further: on the % scale 0 is the no-effect control and ±100 the full control effect; nearly all actives have a fitted effect of over 50% in size
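Rat TrxR1, dispensed at 90 nM, was prereduced with 400 uM NADPH (final) for 5 min at ~22 deg C, then incubated with compound 15 min before 400 uM selenite. A first-read NADPH fluorescence drop versus no-compound background flagged substrates.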
RXFP1 agonist: activates the human relaxin receptor RXFP1; HEK293T-RXFP1 cAMP TR-FRET, 30 min; response scale: percent of porcine relaxin response, buffer zero; Potency, µM (series often up to 57.5 µM), inactives show at the top dose activation, actives largely listed as activators; 370,000 compounds, 0.3% hits; AID 2676; further: on the % scale 0 is the no-effect control and ±100 the full control effect; nearly all actives have a fitted effect of over 60% in size; many of its hits are not listed in these tables
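cAMP rise read by TR-FRET after 30 min, 37C compound exposure (up to 58 uM) in RXFP1-transfected HEK293 cells with Ro 20174 present. EC50 from Hill-equation fits, with 29 nM porcine relaxin as 100% and buffer as basal.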
* marks the source's active call; other numbers are inactive results; ? = inconclusive; . = not tested or not shown; [ ] = dose if it differs, or a comment. The call rests on the fitted dose curve; in most records, active means well fitted curve in the direction sought with a large enough effect; inconclusive means small, poorly fitted or top-dose-only effect, or another doubt; inactive means no such curve, though single readings can be large; an effect the other way counts as inactive or inconclusive. Potency means the concentration at half of the fitted maximal effect. A portion of the library; the hit share may differ from the screen's.

SMILES | rTrxR1 inhibitor | RGS4 inh | USP1-UAF1 inh | Vif-A3G inh | IDH1 R132H inh | Vif-APOBEC3F blk | 12-LOX inh | TrxR1 substrate | RXFP1 agonist
C[C@H]1CCC/C=C/C2C[C@H](O)CC2[C@H](O)/C=C/C(=O)O1 (stereo partly specified) | -10% | 14% | 6% | -8% | 4% | 5% | . | -1% | 1.6%
Clc1ccc2[nH]c3c(c2c1)CCNC3 | -1% | 17% | -10% | 3% | 10% | 1% | -10% | 2% | 2.3%
N#CC1=C(N)Oc2c(c(=O)oc3ccccc23)C1c1ccncc1 (stereo unspecified) | 8% | -2% | -5% | -2% | 4% | 1% | 15% | 6% | -4.0%
Cc1ccc(N)cc1C | 20% | 0% | -20% | 3% | 3% | 4% | -12% | 12% | .
CCCCn1c(O)c(C(CC)=NC(C)c2ccccc2)c(=O)[nH]c1=O (stereo unspecified) | -4%[57.1 µM] | -3% | -19% | ? | -1% | -6% | ? | 0%[57.1 µM] | 0.7%
O=C(NP(=O)(N1CC1)N1CC1)c1cc(I)ccc1I | -15%[11.4 µM] | -12% | -3% | -6% | -2% | 18% | -7% | 10%[57.1 µM] | .
CC1CCCCN1C(=O)Cn1cc(C=C2C(=O)N(C)C(=O)N(C)C2=O)c2ccccc21 (stereo unspecified) | -18% | -11% | ? | 1% | -1% | -12% | 1% | -8% | 1.0%
CC(C)c1ccc(OCC(=O)N2CCN(CCc3ccncc3)CC2)cc1 | ? | -29% | 6% | 2% | -1% | 2% | 0% | 1% | 4.0%
CC(C)c1oc(=O)cc2c1[C@@H](O)[C@H]1OC(=O)[C@@]3(C)C[C@@H](O)[C@@H](O)[C@@]2(C)C13 (stereo partly specified) | 20% | 15% | -21% | -11% | 7% | ? | ? | 5% | 0.4%
COC(=O)C1=C(c2ccccc2OCc2ccccc2)C[C@@H]2CC[C@H]1N2C(=O)NCc1ccc(Cl)cc1 | 14%[57.1 µM] | -22% | -24% | 2% | 14% | 8% | -6% | 2% | 0.1%
O=C(CN1CCN(CCO)CC1)Nc1ccc(Cl)cc1C(=O)c1ccccc1 | 11% | -21% | -8% | -3% | -2% | -8% | -22% | -7% | -1.2%
c1ccc(CNCCc2ccc3c(c2)OCO3)nc1 | 4% | -1% | -1% | 0% | -1% | -3% | 3%[57.4 µM] | -6% | 0.0%
O=C(c1ccccc1)c1cn(CC(=O)N2CCCc3ccccc32)c2ccccc12 | -3% | 11% | -6% | 2% | 15% | 5% | 0% | -7% | 3.0%
COc1ccc(C(=O)C2CCCN(Cc3ccc(C)s3)C2)cc1OC (stereo unspecified) | 20% | 13% | -10% | 1% | 0% | -18% | -10% | -2% | -0.4%
COc1ccc(NC(=O)Cn2c(=O)c3cccn3c3ccccc32)cc1Cl | 26% | -3% | -3% | -2% | 1% | ? | ? | 2%[11.4 µM] | 1.1%
Cc1[nH]nc2ccc(-c3cncc(OC[C@@H](N)Cc4c[nH]c5ccccc45)c3)cc12 | 4% | 1% | -4% | -13% | -1%[38.3 µM] | 6% | ? | -7% | .
Cc1nc2ccccc2c(=O)n1-c1ccncc1 | 3% | 9%[11.4 µM] | ? | -1% | -8% | 0% | 3% | 2% | -3.1%
CCOC(=O)C1(CCCc2ccccc2)CCN(C2CCCC2)CC1 | -2%[57.1 µM] | 6% | -8% | 1% | -8% | 4% | -13% | -3%[57.1 µM] | -2.1%
COc1ccc(-n2c(SCCN(C)C)nc3ccccc3c2=O)cc1 | 9%[57.1 µM] | -7% | -8% | 1% | -6% | 0% | 0% | 1%[57.1 µM] | 0.4%
CCCN(CC#CCOc1ccc(OC)cc1)CCC | ? | -10% | -15% | 3% | 4% | -5% | ? | -1% | 1.5%
O=C(CCN1CC=C(c2ccccc2)CC1)NCc1ccccc1 | . | . | -15% | -5% | -6% | -6% | ? | . | .
CCN(CC)C(=O)Cn1cc(/C=C2\C(=O)NC(=O)N(c3ccccc3F)C2=O)c2ccccc21 | -56% | ? | -1% | -26% | 6% | 7% | ? | 7%[57.1 µM] | -0.5%
COc1ccccc1-c1nn2c(=O)cc(CN3CCN(C(=O)COc4ccccc4Cl)CC3)nc2s1 | 0%[57.1 µM] | 4% | -9% | 0% | -4% | 0% | -15% | 0%[57.1 µM] | 11%
CCOC(=O)c1c(NC(=O)C(c2ccccc2)c2ccccc2)sc2c1C1CCN2CC1 | 0% | -25% | -16% | -1% | -2% | 3% | ? | 0% | 2.1%
O=C(COc1ccc2ccccc2c1)N1CCN(Cc2c[nH]c3ccccc23)CC1 | 6% | -49% | -16% | -21% | 8% | -3% | ? | 3% | -0.3%

Next section, starting with the last two of the part before.
SMILES | rTrxR1 inhibitor | RGS4 inh | USP1-UAF1 inh | Vif-A3G inh | IDH1 R132H inh | Vif-APOBEC3F blk | 12-LOX inh | TrxR1 substrate | RXFP1 agonist
CCOC(=O)c1c(NC(=O)C(c2ccccc2)c2ccccc2)sc2c1C1CCN2CC1 | 0% | -25% | -16% | -1% | -2% | 3% | ? | 0% | 2.1%
O=C(COc1ccc2ccccc2c1)N1CCN(Cc2c[nH]c3ccccc23)CC1 | 6% | -49% | -16% | -21% | 8% | -3% | ? | 3% | -0.3%
O=C1NC(=O)C(C2CCCCCC2)C(=O)N1 | -4%[2.29 µM] | 11% | -8% | 0% | -4% | -4% | 7% | -1%[2.29 µM] | .
CN(CCOc1ccc(C=C2C(=O)NC(=O)NC2=O)cc1)c1ccccn1 | ? | ? | -14% | -1% | 8% | -5% | ? | 13% | 3.7%
COC[C@]12CN(C)C3C4[C@H](OC)[C@H]1C3([C@@H](OC)C[C@H]2O)[C@@H]1C[C@@]2(O)[C@H](OC(=O)c3ccccc3)[C@@H]1[C@]4(OC(C)=O)[C@@H](O)[C@@H]2OC | -5%[57.1 µM] | -1% | -18% | 0% | 4% | 8% | . | 10% | .
Nn1c(COc2ccc(Cl)cc2)n[nH]c1=S | -14% | -46% | -13% | 3% | -4% | ? | ? | 7%[57.1 µM] | -1.7%
Cn1c(O)c(/C=C2/C=CC=N2)c(=O)[nH]c1=O | -6% | -1% | -14% | -2% | 3% | -4% | ? | -7% | 0.3%
O=C(c1ccc(F)cc1Cl)N1CCC2(CC1)OCCO2 | 15%[57.1 µM] | -37% | -6% | 2% | 2% | 2% | 9% | 7%[57.1 µM] | -0.3%
COc1ccc(NC(=O)c2cn(CCC#N)nc2-c2cccc(Br)c2)cc1 | 20% | -1% | -17% | -2% | -4% | 1% | -1% | -8% | 0.2%
COc1ccc(C2SCC(=O)Nc3c2c(C)nn3-c2ccccc2)cc1 (stereo unspecified) | 6%[57.1 µM] | -4% | -23% | 0% | 13% | 1% | 20% | -8%[57.1 µM] | 0.0%
COc1ccc(-n2c(O)c(C(C)=NC3CC3)c(=O)[nH]c2=O)cc1 | 14% | -7% | -15% | 0% | -3% | 3% | 0% | 2% | 0.4%
Cc1cc(=O)oc2c3c(cc(OCC(=O)N4CCC[C@H]4C(=O)O)c12)OC(C)(C)CC3 | ? | -20% | -28% | 3% | 11% | 0% | 12% | 743%[activator] | 16%
COc1ccc(-n2c(/C=C\c3ccccc3F)nc3ccccc3c2=O)c(OC)c1 | -1%[57.1 µM] | -14% | -21% | 5% | 0% | -1% | -24% | -7%[57.1 µM] | 0.9%
Cc1cc(C)cc(-n2c(C)cc(/C=C3\C(=O)NC(=O)N(C)C3=O)c2C)c1 | -13% | -6% | -10% | -1% | -6% | 4% | -4% | -10% | -0.2%
CCOc1ccc(-n2c(-c3cccs3)nc3ccccc3c2=O)cc1 | 22% | -4% | -17% | -8% | -1% | -6% | -21% | -4% | -0.9%
Cc1nn(CC(=O)N2CCC3(CC2)OCCO3)c(=O)c2cc3ccccc3n12 | 11% | 2% | -22% | 0% | -3% | 3% | -6% | 19% | ?
CN1CCN(c2cn[nH]c(=O)c2Cl)CC1 | 13%[57.1 µM] | -8% | -27% | -12% | 0% | -7% | 19% | 3%[57.1 µM] | 0.2%
O=c1c2ccccc2nc(-c2ccccc2)n1-c1ccccn1 | 4% | 9% | -13% | 1% | -7% | 13% | -6% | -7% | -1.1%
On1ccccc1=S | ? | -113% | 14% | ? | 15% | 7% | -5% | -6% | -2.1%
C=CCC1([C@@H](C)CCC)C(=O)NC(=O)NC1=O | 19% | -5% | -1% | -2% | -1% | 5% | 0% | 0% | .
CCCCCCNC(=O)N[C@@H](Cc1ccc(O)cc1)C(=O)NCCC[C@H]1CN2C(=NC[C@H]2C)N1CC1CCC1 | 7% | -1% | -22% | -3% | 0%[38.3 µM] | -2% | . | 1% | -0.3%
CC(O)(CS(=O)(=O)c1cccc(C(F)(F)F)c1)C(=O)Nc1ccc(C(F)(F)F)cc1 (stereo unspecified) | 8% | 13% | -7% | 0% | 4% | -2% | 4% | -7% | -1.3%
Cc1ccc(NC(=O)NCc2ccc3c(c2)CCN3C(=O)c2ccccc2)c(Cl)c1 | 36%[activator][57.1 µM] | -17% | -7% | 5% | 5% | 5% | ? | 6%[57.1 µM] | 2.3%
Cc1cccc(C)c1NC(=O)CN1CCCC1=O | 5%[57.1 µM] | 3%[56.9 µM] | . | . | . | . | -29%[57.4 µM] | 1%[57.1 µM] | .
